# Screening data from PubChem BioAssay.
# PP1 counter = PP1-alpha phosphatase inhibitors, primary screen, counter-screen for PP5 inhibitor project, biochemical, fluorescence, OMFP substrate, single point. Serine/threonine-protein phosphatase PP1-alpha catalytic subunit (Homo sapiens), P62136. purified PP1alpha. inhibition, % at 6.7 µM. 0.9% of 320,000 active;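 active means inhibition above the mean inhibition of all tested compounds plus 3 SD, computed separately for each screening campaign, cut at about 15% in these data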
# GASC-1 inh = inhibitors of GASC-1 histone demethylase, primary screen, biochemical, fluorescence, DELFIA europium; GST-JMJD2C(1-420) H3K9me3 demethylation; inhibition, % at 2.35 µM; 0.069% of 330,000 active;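 active means more than half of a compound's replicate wells show inhibition beyond 50%, single wells judged on their own value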;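 further: signal counts dimethyl H3K9 product captured on neutravidin plate; 0% = median of DMSO wells and 100% = 0.3 times that DMSO median; strong numbers were not always called active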
# PP5 inh = PP5 phosphatase inhibitors, primary screen, biochemical, fluorescence | Serine/threonine-protein phosphatase 5 (Homo sapiens), P53041 | purified PP5c, OMFP substrate fluorescence | inhibition, % at 6.7 µM | 0.18% of 320,000 active;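 active means inhibition above the campaign's mean inhibition across all tested compounds plus 3 SD, cut at about 9.5% in these data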;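 further: 0% = DMSO only and 100% = 100 µM cantharidin control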
# Target sequence (P53041 whole entry, looked up): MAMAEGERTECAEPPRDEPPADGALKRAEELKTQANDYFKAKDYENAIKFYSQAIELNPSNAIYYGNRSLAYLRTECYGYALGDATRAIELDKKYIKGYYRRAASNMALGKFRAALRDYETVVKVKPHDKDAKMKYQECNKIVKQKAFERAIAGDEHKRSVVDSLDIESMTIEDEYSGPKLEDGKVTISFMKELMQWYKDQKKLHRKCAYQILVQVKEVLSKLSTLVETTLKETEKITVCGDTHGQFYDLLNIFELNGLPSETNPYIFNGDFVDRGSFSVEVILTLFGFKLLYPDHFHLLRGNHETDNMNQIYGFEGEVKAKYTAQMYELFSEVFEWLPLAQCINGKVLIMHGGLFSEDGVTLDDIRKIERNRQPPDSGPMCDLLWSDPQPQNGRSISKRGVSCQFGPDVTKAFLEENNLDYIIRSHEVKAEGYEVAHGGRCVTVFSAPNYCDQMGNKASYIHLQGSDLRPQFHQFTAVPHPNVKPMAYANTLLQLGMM
# Yeast superoxide = reduction of superoxide in aged yeast, primary screen, HTS | superoxide response (% of plate mean), % at 10 µM | 0.18% of 330,000 active | S. cerevisiae aged cells, superoxide DHE fluorescence; active compounds read low | AID 2690, 2010;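 active means superoxide response under a set limit, about three screen SD below normal, cut at about 65% in these data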;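 further: yeast aged for seven days with compound at 30 °C before DHE staining; 100% = average MFI of all compound-treated wells on the plate with controls excluded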
# core dimer inh = inhibitors of HCV core protein dimerization, primary screen, biochemical, TR-FRET, high-throughput | 0.33% of 300,000 active | inhibition, % at 5 µM | TR-FRET GST/Flag-core106 dimerization, 1536-well;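 active means inhibition above the mean of all tested compounds plus 3 SD, set per screening campaign, cut at about 45% in these data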
#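 assay system = GST-tagged and Flag-tagged HCV core protein residues 1-106 | controls = unlabelled core106 and no-GST-core106 wells | incubation = compound-protein-antibody incubation 4 h at 22.5 °C | probe or stimulus = Eu donor and XL665 acceptor anti-tag antibodies | read-out = % inhibition based on acceptor/donor emission ratio | signal = TR-FRET 671 and 617 nm emission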
# ZTA DNA inh = ZTA (EBV) inhibition in EBNA-1 counter-screen | P03206 | ZTA-DNA binding, fluorescence polarization | inhibition, % at 11 µM | 0.15% of 320,000 active | AID 2234; in the data active means inhibition above about 33%
# Target sequence (P03206 whole entry, looked up): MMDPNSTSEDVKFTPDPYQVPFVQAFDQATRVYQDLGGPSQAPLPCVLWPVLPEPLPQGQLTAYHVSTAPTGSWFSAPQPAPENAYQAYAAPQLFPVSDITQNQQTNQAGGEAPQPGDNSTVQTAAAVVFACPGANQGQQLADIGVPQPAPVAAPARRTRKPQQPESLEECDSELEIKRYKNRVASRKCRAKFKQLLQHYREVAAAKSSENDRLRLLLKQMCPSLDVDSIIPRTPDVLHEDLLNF
# CTSL1 counter = Fasciola hepatica cathepsin L1 inhibitors, primary screen, counter-screen for PFM18AAP inhibitor project, biochemical, QFRET, fluorogenic peptide substrate; recombinant F. hepatica cathepsin L1, Z-Leu-Arg-MCA fluorescence; inhibition, % at 5.96 µM; 0.49% of 300,000 active; AID 1906, 2009;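 active means inhibition above the mean of all tested compounds plus 3 SD, set per screening campaign, cut at about 17% in these data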;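 further: 0% = plate median of test compound wells and 100% = 1 µM Z-Phe-Ala-diazomethylketone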
# EBNA-1 inhibitor = EBNA-1 DNA-binding inhibitors, primary screen, biochemical, fluorescence polarization. inhibition, % at 14.8 µM. 0.34% of 300,000 active; in the data active means inhibition above about 28%
# TPT1 inhibitor = Candida albicans TPT1 enzyme inhibitors, primary screen, biochemical, fluorescence polarization; AID 1962, 2009; inhibition, % at 5 µM; tRNA 2'-phosphotransferase TPT1 (Candida albicans SC5314); 0.81% of 300,000 active; recombinant caTPT1, FP RNA substrate dephosphorylation;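 active means inhibition above the mean of all tested compounds plus 3 SD, set per screening campaign, cut at about 24% in these data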;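 further: plate controls were DMSO alone for no effect and ferristatin control at 100 nM for full effect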
# * hit, by the source's call; x = not tested or not shown; & = joins results of further samples.
SMILES,PP1 counter,GASC-1 inh,PP5 inh,Yeast superoxide,core dimer inh,ZTA DNA inh,CTSL1 counter,EBNA-1 inhibitor,TPT1 inhibitor
NC(=O)N/N=C/c1ccc(-c2cccc(C(F)(F)F)c2)o1,-1,-2,0.4,97,-2,4,-1,6,-7
CC(C)C(=O)N1CCN(c2ccccc2NC(=O)c2ccc([N+](=O)[O-])o2)CC1,-2,-18,-0.2,99,8,-17,5,0,-2
O=C(NNC(=O)c1ccc(S(=O)(=O)N2CCCCC2)cc1)c1ccccc1,-1,0,-0.4,82,-4,7,-6,9,-2
COc1ccc(NS(=O)(=O)c2ccc(F)c(F)c2F)cc1S(=O)(=O)N1CCOCC1,1,3,2.0,108,x,-2,x,x,x
Cc1cc2nc(-c3ccccc3)cc(=O)n2[nH]1,-1,-22,-1.1,114,1,-7,-2,2,1
CC(C)c1cc(O)c(-c2ccccc2)c(=O)n1-c1ccc(Cl)cc1,-1,0,4.3,91,-5,-14,1,-2,0
CCOC(=O)C(C)/C(C)=N/NC(=O)CCC(=O)Nc1cc(C)ccc1C (centres undefined),-1,x,3.3,104,-3,-2,-1,-8,5
CCn1ncc(Br)c1C(=O)Nc1ccn(C23CC4CC(CC(C4)C2)C3)n1,-2,0,-0.2,103,6,4,-1,6,0
COc1ccc(NC(=O)c2nc(C)c(C3(C)CC(c4ccccc4)=NO3)s2)cc1 (centres undefined),-1,-7,4.3,100,-5,13,0,-2,2
COCCn1c(=O)[nH]c2cc(C(=O)NC(C)C)ccc2c1=O,-4,-6,-4.9,79,-6,3,-2,-7,8
CC(CNc1ccc([N+](=O)[O-])cc1)NC(=O)c1ccccc1Br (centres undefined),-1,13,-0.7,95,-8,-1,-1,5,0
Cn1c(=O)c2c(O)c(C=Nc3ccc(F)cc3)c(=O)n(C)c2n(C)c1=O,-2,-27,0.7,98,-1,-2,0,3,2
Cc1cc(NC(=O)C2CC(c3ccc(Cl)cc3)=NO2)no1 (centres undefined),-2,-1,-0.5,102,-6,20,-1,0,-4
O=C(Nc1nnc(Cc2ccc(Cl)cc2)s1)c1cccnc1,4,20,1.1,86,1,3,1,7,4
COC(=O)C1=C(C)N(c2cccc(C)c2)C(=O)/C1=C\c1cccs1,0,7,-0.8,91,6,-1,8,3,3
Cn1cccc1C(=O)OCC(=O)N1c2ccccc2NC(=O)C1(C)C,-1,5,-2.5,112,-5,7,-2,4,-2
O=C(Nc1cnn(Cc2ccc(F)cc2)c1)c1cc2nc(-c3ccco3)cc(C(F)(F)F)n2n1,-2,-9,2.7,110,8,-2,-5,-17,1
Nn1cc(-c2ccccc2)nc1SCC(=O)N1CCN(S(=O)(=O)c2ccc3ccccc3c2)CC1,1,36,4.4,107,14,12,-3,1,-2
C[C@@]12CCC3[C@@](CCC4[C@@]3(C)CCC[C@@]4(C)C(=O)NC3CCCCC3)(CC1=O)C2 (some centres undefined),-5,-2,-3.3,90,x,-12,x,x,x
COc1ccc2nc(SCC(=O)Nc3cc(C)on3)c(C#N)cc2c1,-1,0,-1.0,88,-236,50*,-1,-6,-1
O=C(CSc1nc(=O)n2ccccc2n1)OCc1ccccc1,-2,-2,-0.2,98,4,-2,2,-1,4
CC(NC(=O)CSc1nnc(-c2cc3cc(Cl)ccc3o2)n1C)c1ccccc1 (centres undefined),0,0,3.4,115,-12,-13,5,-1,1
CCOc1cccc(OCCOc2ccccc2[N+](=O)[O-])c1,-8,-15,-4.0,101,-14,1,15,-9,0
CC(C(=O)N1CCc2ccccc21)N1CCN(c2cccc(C(F)(F)F)c2)CC1 (centres undefined),4,7,3.6,95,3,-5,2,3,1
CCCCn1c(SCC(=O)Nc2cc(C(F)(F)F)ccc2Cl)nnc1C(CC)N(C)C (centres undefined),-2,1,-3.7,92,-3,12,0,-5,5
# Following part.
SMILES,PP1 counter,GASC-1 inh,PP5 inh,Yeast superoxide,core dimer inh,ZTA DNA inh,CTSL1 counter,EBNA-1 inhibitor,TPT1 inhibitor
CCC(Sc1nc2c(cnn2-c2ccc(Cl)cc2)c(=O)[nH]1)C(=O)OC (centres undefined),1,5,-2.7,112,10,8,2,10,-3
Cc1cc(=O)oc(C)c1C(=O)Nc1cccc(F)c1,0,-2,0.0,86,-8,-7,0,1,-2
CC(=O)N(c1ccc(N(C(C)=O)S(=O)(=O)c2cccs2)cc1)S(=O)(=O)c1cccs1,-1,14&9,-0.6,105,5,8,-2,4,0
O=C1CCC(c2ccccc2)N1C(=O)c1cccnc1 (centres undefined),-2,6,-2.2,108,-2,4,2,6,-2
Clc1ccc(-c2nc(Cc3ccccc3Cl)no2)cc1,4,1,2.3,102,5,3,1,-3,2
O=S(=O)(c1ccc2oc3ccc(S(=O)(=O)N4CCCCC4)cc3c2c1)N1CCCCC1,-7,-4,2.6,109,13,6,-2,6,0
O=C(Nc1ccc(F)c(F)c1)C1CCCN(S(=O)(=O)c2cccc3nonc23)C1 (centres undefined),0,2,2.3,99,0,-3,0,1,2
CCc1nccn1CCC(=O)N1CCCC(Nc2ccc(C(C)C)cc2)C1 (centres undefined),-3,6,0.2,101,-3,9,1,-2,-2
COc1ccccc1NS(=O)(=O)c1cccc(C(=O)N/N=C/c2ccc(NC(C)=O)cc2)c1,4,6,-2.0,92,-1,10,-3,-4,-4
Cc1cnc(C(=O)NC2CC(C)(C)Cc3c2cnn3-c2ccccc2)cn1 (centres undefined),-1,4,-2.3,94,-7,8,1,1,-2
CCN(CC)C(=O)C1CCN(Cc2cn(C)nc2-c2ccc(Oc3ccccc3)cc2)CC1,-4,-5,-0.3,94,-6,-3,0,-3,1
CCCn1c2c(c(O)c(C(=O)NCc3ccccc3)c1=O)CCCC2,-3,-9,-3.5,94,-2,0,-3,-1,-1
CCC(=O)Nc1ccc(Cl)c(NC(=O)c2ccccc2OC)c1,1,19,3.8,105,-11,-13,1,-2,0
COc1cccc(NC(=O)CCCn2c(=S)[nH]c3ccccc3c2=O)c1,-3,4,1.1,105,-1,-6,0,0,4
CN(C)c1ccc(/C=C2\C(=N)N3N=C(CC(=O)N4CCCCC4)SC3=NC2=O)cc1,-6,-3,-3.0,118,-1,19,1,8,122*
CCS(=O)(=O)N1CCC(C(=O)Oc2ccccc2Cl)CC1,2,13,2.7,102,-8,-22,-2,1,-3
C/C(=N\N=C(N)N)c1ccc(Cl)cc1Cl,0,10,-1.4,82,-5,-13,2,-6,-3
COc1cc(/C=C/C(=O)c2ccc([N+](=O)[O-])o2)ccc1O,-1,-4,0.5,104,0,0,1,-1,10
COC(=O)c1ccc(Cn2nnc3c(=O)[nH]c(C4CCCN(S(=O)(=O)c5cccc(Cl)c5)C4)nc32)cc1 (centres undefined),-2,3,-1.2,101,32,-19,8,-6,2
Cc1cc(C(=O)NNC(=O)Nc2ccc(Cl)cc2)no1,-8,5,4.4,111,-6,-11,9,-6,0
Cc1sc2c(c1C)c(=O)n(-c1ccccc1)c(=O)n2CC(=O)NCC1CCCO1 (centres undefined),1,1,1.4,108,3,14,1,1,1
CCCn1nnc(NC(=O)c2cccc(OCC)c2)n1,-9,-1,3.7,86,0,-24,2,2,-3
CC(NC(=O)c1cccc(N2CCCC2=O)c1)c1ccc2c(c1)OCCO2 (centres undefined),3,-7,-1.7,113,-1,19,-2,4,0
COc1ccc(OC)c(S(=O)(=O)NCc2ccc(N3CCN(C)CC3)cc2)c1,0,3,-0.9,94,6,-3,3,15,-3
CSCCC(NC(=O)C1CCC(C)CC1)C(=O)NCc1ccco1 (centres undefined),2,6,-0.3,97,-7,-8,-2,3,-3
# New compounds follow
SMILES,PP1 counter,GASC-1 inh,PP5 inh,Yeast superoxide,core dimer inh,ZTA DNA inh,CTSL1 counter,EBNA-1 inhibitor,TPT1 inhibitor
Cc1ccc(NC(=O)CSc2nnc(Cn3cnc4ccccc43)o2)c(C)c1,-6,-7,0.9,104,1,1,0,3,0
CC(C)Oc1cc(S(=O)(=O)N2CCCCC2)ccc1N,-3,-21,0.3,98,0,14,-3,7,-2
CCN(CC(=O)Nc1c(F)cccc1F)C(=O)c1nc2nccc(C)n2n1,-4,x,-0.2,96,x,11,x,x,x
C=C(C)Cn1c(SCC(=O)N/N=C/c2ccccc2)nc2ccccc2c1=O,6,2,5.6,96,-4,-25,1,-8,-1
COc1cccc(CC(NC(C)=O)C(=O)NC2CCN(c3c4c(nc5ncnn35)CCC4)CC2)c1OC (centres undefined),0,-4,0.7,88,2,17,-1,4,-2
COc1ccccc1NC(=O)CCN1CCN(c2ccc(Cl)cc2)CC1,0,1,0.7,119,1,8,3,-12,2
CCN(C(=O)c1cc(Cl)ccc1OC)c1ccccc1C,5,4,-0.6,90,0,5,2,1,1

# Entries from the list above that contain an aryl methoxy group:
SMILES,PP1 counter,GASC-1 inh,PP5 inh,Yeast superoxide,core dimer inh,ZTA DNA inh,CTSL1 counter,EBNA-1 inhibitor,TPT1 inhibitor
COc1ccc(NS(=O)(=O)c2ccc(F)c(F)c2F)cc1S(=O)(=O)N1CCOCC1,1,3,2.0,108,x,-2,x,x,x
COc1ccc(NC(=O)c2nc(C)c(C3(C)CC(c4ccccc4)=NO3)s2)cc1 (centres undefined),-1,-7,4.3,100,-5,13,0,-2,2
COc1ccc2nc(SCC(=O)Nc3cc(C)on3)c(C#N)cc2c1,-1,0,-1.0,88,-236,50*,-1,-6,-1
COc1ccccc1NS(=O)(=O)c1cccc(C(=O)N/N=C/c2ccc(NC(C)=O)cc2)c1,4,6,-2.0,92,-1,10,-3,-4,-4
CCC(=O)Nc1ccc(Cl)c(NC(=O)c2ccccc2OC)c1,1,19,3.8,105,-11,-13,1,-2,0
COc1cccc(NC(=O)CCCn2c(=S)[nH]c3ccccc3c2=O)c1,-3,4,1.1,105,-1,-6,0,0,4
COc1cc(/C=C/C(=O)c2ccc([N+](=O)[O-])o2)ccc1O,-1,-4,0.5,104,0,0,1,-1,10
COc1ccc(OC)c(S(=O)(=O)NCc2ccc(N3CCN(C)CC3)cc2)c1,0,3,-0.9,94,6,-3,3,15,-3
COc1cccc(CC(NC(C)=O)C(=O)NC2CCN(c3c4c(nc5ncnn35)CCC4)CC2)c1OC (centres undefined),0,-4,0.7,88,2,17,-1,4,-2
COc1ccccc1NC(=O)CCN1CCN(c2ccc(Cl)cc2)CC1,0,1,0.7,119,1,8,3,-12,2
CCN(C(=O)c1cc(Cl)ccc1OC)c1ccccc1C,5,4,-0.6,90,0,5,2,1,1
